# PPARg SRC-3 ag: promotes SRC-3 coactivator recruitment by human PPARgamma. AID 731. 0.26% of 200,000 active. biochemical PPARgamma/SRC-3 coactivator recruitment assay. activation, % at 8 µM; in the data active means activation above about 23%;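 further: 0% = DMSO and 100% = reference agonist; some compounds past the cut are filed as inactive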
# Target sequence (P37231 whole entry, looked up): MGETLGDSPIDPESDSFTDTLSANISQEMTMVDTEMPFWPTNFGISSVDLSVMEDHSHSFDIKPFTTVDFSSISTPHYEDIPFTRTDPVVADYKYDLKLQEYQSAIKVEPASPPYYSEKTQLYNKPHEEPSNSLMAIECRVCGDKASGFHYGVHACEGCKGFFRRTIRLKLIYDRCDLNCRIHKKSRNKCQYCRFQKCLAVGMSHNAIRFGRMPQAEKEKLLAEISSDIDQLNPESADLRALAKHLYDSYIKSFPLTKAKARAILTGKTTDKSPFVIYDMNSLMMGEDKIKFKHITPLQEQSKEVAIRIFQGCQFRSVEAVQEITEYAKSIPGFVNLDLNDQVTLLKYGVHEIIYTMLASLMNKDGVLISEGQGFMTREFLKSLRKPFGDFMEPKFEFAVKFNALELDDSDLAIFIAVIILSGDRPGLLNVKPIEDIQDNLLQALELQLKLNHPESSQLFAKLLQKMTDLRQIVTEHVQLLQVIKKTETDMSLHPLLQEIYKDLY
# Diaph act CS: diaphorase activation or chemical reduction counter-screen; Diaphorase/resazurin coupled assay, resorufin fluorescence, 16 min; active compounds read high; 1 = vehicle wells, 0 = NADH-free wells; activation factor at 20 µM; 0.005% of 190,000 active; AID 1229;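 active means diaphorase activity raised at least twofold by the compound at 20 µM; inactive means activation factor below 2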
#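 Assay system: Purified diaphorase enzyme from Clostridium kluyveri | Amount: Enzyme 0.07 U/mL final | Dosing: Compound 20 µM once, DMSO 1% | Timing: 16 min reaction at room temperature | Detection: Fluorescence, excitation 544 nm and emission 590 nm | Evaluation: Higher resorufin formation from activation or reduction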
# PPARg SRC1 recr: PPARgamma-driven SRC-1 recruitment agonism. P37231. PPARgamma-SRC-1 coactivator recruitment biochemical assay. activation, % at 8 µM. 0.41% of 200,000 active. AID 631; in the data active means activation above about 19%;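 further: 0% = DMSO and 100% = reference agonist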
# PMI act hi M6P: activators of human phosphomannose isomerase at near-saturating mannose 6-phosphate | coupled PMI enzyme assay, resazurin fluorescence, 20 min; active compounds read high; 1 = untreated enzyme, 0 = substrate-free blank | 0.34% of 190,000 active | activation factor at 20 µM | P34949;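 active means activation factor of 2 or more at 20 µM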
#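 Test system: human phosphomannose isomerase with PGI, G6PDH, diaphorase coupling enzymes; amount: 15 ng/mL PMI; incubation: enzyme reaction with compound 20 min at room temperature; technique: resorufin fluorescence (Ex 544/Em 590 nm) from resazurin via diaphorase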
# PMI activator: increases human mannose-6-phosphate isomerase activity; purified human PMI, coupled resazurin fluorescence, 20 min; active compounds read high; 1 = vehicle control, 0 substrate-free wells; 0.005% of 190,000 active; P34949; AID 1214; activation factor at 20 µM;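 active means activation factor of 2 or more at 20 µM, relative to plate controls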
# ROMK mod: modulators of human ROMK potassium channel | Tet-inducible ROMK, thallium flux fluorescence; actives lie on both sides | B-score at 10 µM | 2% of 130,000 active | AID 1918;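 active means signal ratio slope over the read window, or its plate-corrected B-score, at least 3 SD from the plate mean, either direction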;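 further: B-score of the F/F0 ratio slope over 7 to 12 s after thallium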
# SRC2 TRFRET art: TR-FRET artefact, counter-screen to PPARgamma/SRC-2 agonist assay; AID 1049; TR-FRET ratio at 8 µM; 0.4% of 200,000 active; active compounds read high; in the data active means TR-FRET ratio above about 2000; further: inactives centre near 1500
# PPARg SRC-2 ag: agonists of SRC-2 recruitment by human PPARgamma; P37231; PPARgamma LBD-SRC-2 recruitment, biochemical; activation, % at 8 µM; 0.34% of 200,000 active; in the data active means activation above about 22%;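 further: 0% = vehicle and 100% = reference agonist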
# S1P3 antag: antagonists of human S1P3 receptor. inhibition, % at 4.98 µM. CHO S1P3 NFAT-BLA reporter, FRET fluorescence, antagonist mode. AID 485. 0.27% of 170,000 active;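 active means inhibition above the plate cutoff, the mean inhibition of test wells on that plate plus 3 SD, cut at about 28% in these data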;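 further: cells challenged with S1P at its EC80 of 0.8 µM; blue over green emission ratio from cleaved BLA substrate after 4 h stimulation; 0% = S1P-stimulated wells and 100% = unstimulated DMSO-only wells; some compounds past the cut are filed as inactive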
# Target sequence (Q99500 whole entry, looked up): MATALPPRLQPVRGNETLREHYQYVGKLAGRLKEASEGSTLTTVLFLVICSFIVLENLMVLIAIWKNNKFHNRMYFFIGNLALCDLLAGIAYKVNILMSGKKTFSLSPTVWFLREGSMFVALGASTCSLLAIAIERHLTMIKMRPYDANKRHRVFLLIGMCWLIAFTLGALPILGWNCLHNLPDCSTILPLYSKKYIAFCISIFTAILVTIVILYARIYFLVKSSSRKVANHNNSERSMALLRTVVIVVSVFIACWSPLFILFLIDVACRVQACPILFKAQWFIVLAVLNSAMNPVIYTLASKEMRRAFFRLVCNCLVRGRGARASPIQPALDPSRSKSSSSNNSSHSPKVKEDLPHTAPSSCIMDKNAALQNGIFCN
# G6PDH CS: inhibits Leuconostoc G6PDH, flagging false hits in G6PDH-based assays | Purified L. mesenteroides G6PDH, diaphorase/resazurin coupled fluorescence, 45 min | inhibition, % at 5 µM | 0.12% of 200,000 active | AID 1020; in the data active means inhibition above about 50%
# Diaph inh CS: counter-screen for diaphorase-based assays: diaphorase inhibitors and chemical oxidizers | diaphorase resazurin-to-resorufin fluorescence, NADH, 16 min; bacterial (C. kluyveri) enzyme, not human | inhibition, % at 20 µM | 0.69% of 190,000 active;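 active means primary screen inhibition at 20 µM above a set limit, cut at about 50% in these data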;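 further: plate controls were DMSO with full reaction for no effect and wells lacking NADH for full effect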
#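 Test system: Clostridium kluyveri diaphorase enzyme / Quantity: diaphorase at 0.14 U/mL in enzyme working solution / Incubation: 16-min room-temperature incubation before reading / Benchmarks: NADH-free wells as positive control, DMSO-only neutral wells / Signal: resorufin fluorescence 544/590 nm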
# Active calls of the source: *; / = no result given.
SMILES,PPARg SRC-3 ag,Diaph act CS,PPARg SRC1 recr,PMI act hi M6P,PMI activator,ROMK mod,SRC2 TRFRET art,PPARg SRC-2 ag,S1P3 antag,G6PDH CS,Diaph inh CS
CC(C)(C)c1ccccc1OCCCCN1CCCC1,10.7,0.9,9.2,1,0.9,-0.973,1480,-5.5,/,5.9,14.0
CC1C(C)C(O)(c2ccccc2)CCN1C (stereo not given),7.6,0.9,-4.5,0.9,1,/,1524,8.1,/,-1.6,10.8
O=C(N/N=C/c1cccnc1)c1ccccc1OCc1ccc(Br)cc1,2.6,1,-8.7,1.1,1,-0.712,1561,3.6,-2.4,2.9,2.0
O=C(Nc1cccc2c1CCCC2)c1ccc(Br)o1,8.1,0.7,12.2,0.9,0.8,/,1537,-1.8,7.8,1.4,26.0
CC(C)(C)NC(=O)NC(=O)COC(=O)C1(C)CC1(Cl)Cl (stereo not given),-2.0,0.9,2.1,1,1,-0.362,1437,-1.1,-12.5,6.2,8.6
CCOC(=O)CSC1=C(C#N)C(c2sccc2C)CC(=O)N1 (stereo not given),10.6,0.9,8.7,1,1,/,1648,6.3,11.2,5.5,12.1
COc1ccccc1NC(=O)CSc1nc(N)cc(N)n1,-4.0,1,-2.0,1,0.9,/,1476,-1.1,3.9,-2.6,3.8
COC(=O)Cn1c(=NC(=O)c2ccc([N+](=O)[O-])s2)sc2cc(Br)ccc21,-4.8,1,-1.1,1,1,-0.313,1411,-10.0,3.2,8.0,4.1
O=C(N/N=C\c1cn(-c2ccccc2)nc1-c1ccccc1)c1ccc(Br)o1,-2.0,0.8,2.8,0.8,0.8,/,1544,14.0,/,10.1,18.4
CCc1[nH]c(C)c(C(C)=O)c1C,12.9,1,-1.0,1,1,/,1687,6.8,11.4,1.0,3.0
Cc1ccc(CC(=O)NCCS(=O)c2ccc(Cl)cc2)cc1 (stereo not given),-5.0,0.9,-2.2,0.9,0.9,/,1481,-2.5,/,14.7,11.7
O=C(O)CN1C(c2ccccc2)=Nc2ccc(Br)cc2C1c1ccccc1 (stereo not given),0.3,/,8.2,/,/,1.12,1646,-1.4,-2.8,6.1,/
CC(C)C(O)P(=O)(OCc1ccccc1)c1ccc(N(C)C)cc1 (stereo not given),-0.8,0.9,2.6,1,1,/,1551,-3.0,-4.4,5.9,5.8
COc1ccc(CCn2nnnc2C(c2ccc(Cl)cc2)N2CCN(C)CC2)cc1OC (stereo not given),3.0,0.8,0.8,1,1,-0.459,1398,0.1,23.1,6.9,16.8
COc1cccc(CN(C(=O)/C=C/c2ccc(Cl)cc2)C2CCS(=O)(=O)C2)c1 (stereo not given),3.5,0.9,4.1,1,1,-0.314,1846,14.7,-20.9,-2.4,8.4
Cc1cccc(OCC(=O)N2CCN(C(=O)Cc3ccccc3)CC2)c1,11.7,1,9.8,1,0.9,/,1645,4.3,-40.0,5.7,1.9
O=c1oc2ccccc2cc1-c1cn2cccnc2n1,1.1,0.8,1.7,1.2,0.9,-0.0292,1652,0.3,-23.1,8.2,22.1
CN(C(=O)c1coc(=O)c2ccccc12)c1ccc(Br)cc1,-3.0,1,4.4,1,1.1,0.0113,1528,-4.2,-1.5,14.2,1.0
CC(=O)c1c(N)c(C#N)c(C)n1-c1ccc(Br)cc1,-0.6,0.9,2.4,1,0.9,/,1462,-1.4,-7.3,-10.2,14.6
CC1CCCCN1C(=O)C12CCC(C)(C(=O)C1)C2(C)C (stereo not given),-11.2,0.9,-6.5,0.5,0.8,/,1431,-1.6,-33.9,7.9,5.2
O=C(c1ccc(F)cc1)N1CCC(N2CCCCCC2)CC1,-2.2,1.1,5.1,1.1,1,0.0866,1707,-1.2,/,5.5,-6.3
CCOC(=O)N1CCN(S(=O)(=O)c2cccc3nonc23)CC1,-0.3,0.9,5.9,1,0.9,/,1437,3.5,/,7.1,13.0
O=C(CSc1nc2ncc(Br)cc2[nH]1)c1ccc([N+](=O)[O-])cc1,2.0,0.8,1.2,1,1,/,1487,2.5,9.2,-20.8,19.2
NC(=O)Cn1nc(C(F)(F)F)c2c1CCCC2,0.7,0.8,4.6,1,0.9,-0.529,1787,2.3,-41.5,7.4,15.4
Cn1cccc1CNC1CCCCC1,-1.0,1,-8.3,1,1.1,0.223,1699,6.0,/,-0.7,0.3
CCN(CC)CCCNC(=O)c1cc(-c2ccc(Cl)cc2)on1,-5.6,1,-1.1,1.1,1.1,-0.493,1461,-7.9,16.3,10.8,-0.9
O=C(N/N=C/c1ccc(Br)s1)c1ccc([N+](=O)[O-])cc1,-0.4,1.1,-5.8,1,1,-0.318,1518,1.2,-18.7,1.6,-6.6
COC(=O)c1sccc1OC(C)C(C)=O (stereo not given),0.0,0.9,-0.1,0.9,0.9,/,1412,2.0,/,4.3,11.3
O=C(N/N=C/c1ccc(N2CCOCC2)cc1)c1ccccc1NS(=O)(=O)c1cccs1,3.0,0.9,7.0,1.1,1.1,0.211,1434,3.3,-8.7,-0.8,14.7
Cc1nc(N2CCN(C)CC2)c2cc(-c3ccccc3)sc2n1,7.7,1.1,-3.2,1,0.9,-1.01,1527,2.3,-1.4,3.4,-5.6

# Reformatted: 2 of the compounds above
# Values run as follows: PPARg SRC-3 ag, Diaph act CS, PPARg SRC1 recr, PMI act hi M6P, PMI activator, ROMK mod, SRC2 TRFRET art, PPARg SRC-2 ag, S1P3 antag, G6PDH CS, Diaph inh CS
CCOC(=O)N1CCN(S(=O)(=O)c2cccc3nonc23)CC1
→ -0.3, 0.9, 5.9, 1, 0.9, /, 1437, 3.5, /, 7.1, 13.0
O=C(CSc1nc2ncc(Br)cc2[nH]1)c1ccc([N+](=O)[O-])cc1
→ 2.0, 0.8, 1.2, 1, 1, /, 1487, 2.5, 9.2, -20.8, 19.2

# (next part)
SMILES,PPARg SRC-3 ag,Diaph act CS,PPARg SRC1 recr,PMI act hi M6P,PMI activator,ROMK mod,SRC2 TRFRET art,PPARg SRC-2 ag,S1P3 antag,G6PDH CS,Diaph inh CS
Cc1nc2ncnn2c(C)c1CCC(=O)N1CCc2ccccc2C1,7.9,1,3.0,1,1,0.151,1577,-1.8,2.6,2.8,-0.4
O=C(NCCSc1ccccn1)c1ccc(Cl)cc1,-1.5,1,1.5,1.1,1,-0.222,1486,8.4,-1.4,2.8,2.9
COC(=O)NNC(=O)c1ccc(C(C)(C)C)cc1,0.9,0.9,-7.1,0.9,0.9,0.0507,1391,5.9,-25.6,5.2,9.1
Cc1[nH]c2ccccc2c1SCc1ccccc1,12.0,0.8,13.0,1,0.8,0.396,1735,10.6,-16.1,3.6,18.1
Nc1nc2nc(-c3ccccc3)cc(=O)n2[nH]1,10.2,1,7.6,1.1,1.1,0.343,1622,5.1,/,12.5,-4.9
Cc1cc(CC(C)C)n(-c2nc3ccccc3c(=O)n2OCC(=O)N(C)C)n1,4.5,0.9,4.1,1,1,1.02,1497,1.1,12.3,7.9,7.6
COC(=O)C1=C(C)NC(C)=C(C(=O)OC)C1c1ccc(OC(=O)c2ccco2)cc1,11.9,0.9,10.0,1,0.9,1.88,1461,1.6,-10.4,-4.8,8.5
O=C(NCc1ccco1)c1sc2ccccc2c1Cl,12.1,0.9,12.3,1.1,1.1,/,1573,14.0,/,2.7,10.7
CSCCCNC(=S)N1CCN(c2ccc(C(C)=O)cc2)CC1,5.6,0.8,4.5,1,1,-0.0268,1578,16.2,13.7,-2.0,19.6
COc1ccc(C(=O)C2CCCN(C(=O)Cn3ccc(C)n3)C2)cc1OC (stereo not given),1.2,1.1,-7.4,1.1,1,0.98,1417,1.8,0.0,9.2,-6.6
CC(C)(C)C(=O)Nc1cc(S(=O)(=O)N2CCCCC2)ccc1N1CCCCC1,6.4,0.8,11.5,1,1,-1.44,1676,9.3,6.8,1.0,15.5
CN(Cc1c(O)ccc2c1oc(=O)c1ccccc12)C1CCCCC1,5.4,0.1,10.1,-0.1,-0.1,-0.953,1752,11.8,/,7.7,93.8*
Nc1cccc(C(=O)OCC(=O)Nc2cccc3c2C(=O)c2ccccc2C3=O)c1,-1.9,0.8,8.9,0.8,1,-0.0917,1522,-2.2,-10.1,-4.7,19.8
CC(C)c1ccc(-n2c(-c3ccccc3)c[n+]3c2CCc2ccccc2-3)cc1,7.7,0.9,7.2,1,1.1,-6.01*,1570,10.4,-2.5,-2.2,6.3
COc1ccccc1Nc1nnc(SCC(=O)Nc2nc(-c3ccc(F)cc3)cs2)s1,5.2,1,8.3,1,1,0.647,1551,1.4,3.4,5.4,4.6
CCCCCCCN1N=C(C)C(C(=O)c2ccccc2)C1=O (stereo not given),-11.7,0.9,-5.3,1.1,1.1,0.952,1493,-1.6,/,-0.2,8.0
COc1cccc(C(=O)Nc2cccc(OCC(=O)c3ccccc3)c2)c1,3.9,0.8,9.2,0.9,0.9,-0.338,1418,0.6,3.7,9.0,15.0
CCCCOCCCn1cnc2c([nH]c3cc(OC)ccc32)c1=O,9.8,0.6,0.0,1,0.9,/,1423,0.4,-3.7,2.1,38.7
C/C(=C\C(=S)Nc1ccccc1)Nc1ccccc1,1.6,0.9,3.6,1,0.9,/,1520,-3.3,7.8,-1.6,6.7
O=C(NCCCn1ccnc1)c1ccc(Br)c(S(=O)(=O)N2CCOCC2)c1,-5.1,0.9,-0.6,0.9,0.9,/,1520,3.6,/,-1.9,6.8
CC(NC(=O)C(C)(C)C)c1nc2ccccc2n1C (stereo not given),1.7,1,2.6,1,1,/,1502,-0.7,/,-24.5,1.9
COc1cc(/C=N/N=C(/N)c2nonc2N)cc(Br)c1OCc1ccccc1C,17.2,1,1.6,0.9,0.9,-0.265,1715,9.4,/,-0.4,4.1
C=CCSc1nnc2c(n1)OC(c1cccnc1)Nc1ccccc1-2 (stereo not given),8.4,0.8,9.5,1.6,1.5,0.976,1611,-2.3,-4.2,5.5,20.9
CN(C)S(=O)(=O)Nc1ccc(C(=O)O)cc1,12.4,1,4.4,1.1,1,0.669,1413,7.1,2.5,9.7,-1.6
O=C1CCCN1CCCNc1ncnc2sccc12,-1.3,0.9,0.5,1,1,1.01,1789,4.7,15.7,4.7,11.2
CC1CCCC(C)N1C(=O)CSc1nnnn1Cc1ccccc1 (stereo not given),1.1,0.9,-1.8,1,1,0.583,1415,-0.4,-18.4,-2.9,9.9
CN1CCN(CCCNC(=O)CCCOc2cc(=O)n(C)c3ccccc23)CC1,5.6,0.9,-2.4,0.9,0.9,/,1224,-7.3,4.0,3.4,12.4
Cc1ccccc1NS(=O)(=O)c1ccc(OCC(=O)N2CCCC2)cc1,-2.5,1,2.2,1,0.9,/,1537,2.9,3.3,29.7,-0.1
Cc1onc(-c2ccccc2)c1C(=O)Nc1ccc(N2CCOCC2)cc1,-2.8,1,-0.8,0.9,0.9,1.02,1520,4.2,/,8.7,0.0
Cc1[nH]nc2cn[nH]c12,-17.3,0.9,-2.5,1,0.9,0.945,1455,11.8,/,4.4,6.1
CCc1nc(N2CCCC2)c(C#N)c2c1CCCC2,-9.9,0.9,-3.7,1,1,/,1554,-4.0,/,-21.9,9.3
